# Source: PubChem
# HP1b chromo inh – HP1-beta chromodomain-methylated histone interaction inhibition. P83916. AlphaScreen HP1-beta / biotin-H3K9me3 peptide binding. Potency, µM (highest dose often 114 µM), for the others: at the top dose activity change, negative = inhibition, actives largely listed as inhibitors. 390,000 tested, 0.56% active. AID 540317; note: potency is the fitted concentration of half-maximal effect; nearly all actives have a fitted effect of over 70% in size; inactives centre near 23
#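 HP1-beta protein (50 nM final) preincubated 30 min at room temperature with biotinylated H3(1-18)K9me3 peptide (50 nM) in PBS pH 7.4, 0.01% Tween-20, then compound added for 30 min. AlphaScreen streptavidin donor/nickel chelate acceptor beads (10 ug/mL final), 30 min dark, luminescence read.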
# JMJD2A Tudor inh – inhibitors of human JMJD2A Tudor domain | O75164 | AlphaScreen JMJD2A-Tudor / H3K4me3 peptide binding | Potency, µM (doses to about 114 µM), inactives show at the highest dose activity change, negative = inhibition, actives largely listed as inhibitors | 390,000 tested, 4.4% active; note: potency is the fitted concentration of half-maximal effect; % is set by controls: 0 for no effect and ±100 for the full control effect; nearly all actives have a fitted effect of over 50% in size
# PI4K2A inh – PI4K2A (human) kinase inhibition | activity change, negative = inhibition, % at 76.9 µM | 420,000 tested, 0.13% active | Q9BTU6 | purified PI4K2A, ADP-Glo luminescence, 1 h; stronger effect = lower value; in the data active = activity change below about -50%; inconclusive = mostly about -30% to -49%;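 note: -100% = wells without enzyme as full effect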
# Target sequence (Q9BTU6 whole entry, looked up): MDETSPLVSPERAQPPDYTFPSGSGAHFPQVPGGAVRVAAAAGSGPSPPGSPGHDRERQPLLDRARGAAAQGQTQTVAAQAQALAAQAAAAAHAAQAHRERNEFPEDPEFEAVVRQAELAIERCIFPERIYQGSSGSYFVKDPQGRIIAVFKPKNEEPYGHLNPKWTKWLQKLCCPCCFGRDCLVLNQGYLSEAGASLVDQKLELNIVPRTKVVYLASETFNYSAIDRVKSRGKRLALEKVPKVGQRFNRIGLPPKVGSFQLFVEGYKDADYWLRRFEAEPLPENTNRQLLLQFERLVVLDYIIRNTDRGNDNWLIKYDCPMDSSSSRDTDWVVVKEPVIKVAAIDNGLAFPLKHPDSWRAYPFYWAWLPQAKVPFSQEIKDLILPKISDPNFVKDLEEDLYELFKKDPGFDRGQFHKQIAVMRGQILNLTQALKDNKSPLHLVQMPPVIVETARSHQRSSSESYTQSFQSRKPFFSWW
#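 In this quantitative HTS, ADP production by PI4K2A was quantified luminescently after 1 h at ambient temperature; 100 microM adenosine served as plate-quality control.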
# GLS inh – glutaminase GLS (human) inhibition. Potency, µM (top dose mostly 45.5 µM), for inactives: top-dose activity change, negative = inhibition, hits mostly inhibitors. O94925. 410,000 tested, 0.21% active. GLS enzymatic activity, qHTS titration; note: potency is the fitted concentration of half-maximal effect; % is set by controls: 0 for no effect and ±100 for the full control effect
#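 Assay buffer: 45 mM KH2PO4 pH 8.2, 0.02% Tween-20. hKGA acts on L-glutamine (1 mM solution added); product glutamate is reported by an oxidase/peroxidase Amplex Red coupling, with fluorescence taken at baseline and 30 min.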
# BAZ2B inh – inhibitors of human BAZ2B bromodomain. AlphaScreen BAZ2B-H3K14Ac peptide displacement. AID 504333. Q9UIF8. 360,000 tested, 4.4% active. Potency, µM (doses to about 114 µM), for the others: at the top dose activity change, negative = inhibition, most hits filed as inhibitors; note: potency is the fitted concentration of half-maximal effect; % is set by controls: 0 for no effect and ±100 for the full control effect; nearly all actives have a fitted effect of over 60% in size
#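 Complex of BAZ2B and biotin-H3K14Ac (50 nM apiece) forms over 30 min at RT, then faces library compounds up to 110 uM for another 30 min; AlphaScreen beads added, 20 min dark incubation, luminescence read.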
# G9a inh – inhibitors of human histone lysine methyltransferase G9a | G9a H3K9 monomethylation, AlphaScreen, 2 h | Q96KQ7 | Potency, µM (series often up to 102 µM), inactives show top-dose activity, negative = inhibition, hits mostly inhibitors | 350,000 tested, 8.8% active | AID 504332; note: potency is the fitted concentration of half-maximal effect; % is set by controls: 0 for no effect and ±100 for the full control effect; nearly all actives have a fitted effect of over 75% in size
#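 G9a (20 nM) was preincubated 15 min with compound, then reacted 2 h at room temperature with 500 nM biotin-H3K9 peptide and 20 µM SAM. Monomethyl-H3K9 detected by AlphaScreen using anti-H3K9me1 antibody.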
# Tb PGK inh – inhibitors of T. brucei phosphoglycerate kinase. PGK/GAPDH coupled, Kinase-Glo luminescence, 60 min. Potency, µM (top dose mostly 57.5 µM), for inactives: at the highest dose activity change, negative = inhibition, actives largely listed as inhibitors. 380,000 tested, 0.043% active; note: potency is the fitted concentration of half-maximal effect; % is set by controls: 0 for no effect and ±100 for the full control effect; nearly all actives have a fitted effect of over 60% in size
# Target sequence (P07378 whole entry, looked up): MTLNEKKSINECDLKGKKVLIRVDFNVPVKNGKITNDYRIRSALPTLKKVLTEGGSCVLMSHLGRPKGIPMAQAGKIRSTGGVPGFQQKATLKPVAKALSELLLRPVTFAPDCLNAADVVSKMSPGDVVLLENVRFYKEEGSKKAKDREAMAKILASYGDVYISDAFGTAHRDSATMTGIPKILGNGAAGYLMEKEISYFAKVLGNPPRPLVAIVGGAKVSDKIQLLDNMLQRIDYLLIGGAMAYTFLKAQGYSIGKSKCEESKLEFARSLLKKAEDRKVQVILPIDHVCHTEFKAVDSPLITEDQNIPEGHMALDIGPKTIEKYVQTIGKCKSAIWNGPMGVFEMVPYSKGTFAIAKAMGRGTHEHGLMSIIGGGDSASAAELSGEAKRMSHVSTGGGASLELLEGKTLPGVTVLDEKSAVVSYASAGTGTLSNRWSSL
#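 Recombinant glycosomal PGK reaction used 1,3-bisphosphoglycerate generated in-well by GAPDH (100nM final) in 100mM TEA pH 7.6, 5mM MgCl2, 0.01% Tween-20. After 60 minutes at room temperature, ATP was read by Kinase-Glo Plus luminescence end-point.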
# Pin1 inhibitor – inhibitors of human Pin1; Pin1 FP peptide displacement, HiFluor488, 10 min; Potency, µM (series often up to 115 µM), for inactives: top-dose activity, negative = inhibition, most hits filed as inhibitors; 390,000 tested, 0.009% active; active = well fitted inhibition curve with a large enough effect in the polarisation, with a control signal flat, not every such curve was filed as active; inconclusive = small, poorly fitted or top-dose-only effect, or effect the other way, or a change in a side signal; inactive = no such curve, though single readings can be large or run the other way; the % refers to the polarisation; note: potency is the fitted concentration of half-maximal effect; % is set by controls: 0 for no effect and ±100 for the full control effect
# Target sequence (Q13526 whole entry, looked up): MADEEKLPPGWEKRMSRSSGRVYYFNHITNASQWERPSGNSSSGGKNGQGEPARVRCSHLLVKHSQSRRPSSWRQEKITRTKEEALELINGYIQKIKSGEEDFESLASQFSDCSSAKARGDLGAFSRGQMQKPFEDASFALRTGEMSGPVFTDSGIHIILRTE
# POLH inh – blocks human DNA polymerase eta activity; Q9Y253; recombinant Pol eta, fluorescent DNA replication assay; Potency, µM (highest dose often 114 µM), without a hit: top-dose activity change, negative = inhibition, hits mostly inhibitors; 390,000 tested, 1.2% active; AID 588591; note: potency is the fitted concentration of half-maximal effect; % is set by controls: 0 for no effect and ±100 for the full control effect
#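 Pol eta at 10 nM preincubated with compounds 15 min at room temperature; reaction started with fluorescent substrate (50 nM final) and read kinetically at 0 and 10 min.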
# * = called active by the depositor; i = inactive; ? = inconclusive; nt = no result given; [ ] = dose if it differs, or a comment. Unless noted, calls come from the whole dose curve; as a rule, active = well fitted curve in the direction sought with a large enough effect; inconclusive = small, poorly fitted or top-dose-only effect, or another doubt; inactive = no such curve, though single readings can be large; an effect the other way counts as inactive or inconclusive. Only part of the results is shown, so the mix of outcomes need not match the whole.
SMILES,HP1b chromo inh,JMJD2A Tudor inh,PI4K2A inh,GLS inh,BAZ2B inh,G9a inh,Tb PGK inh,Pin1 inhibitor,POLH inh
O=C(CCCOc1ccc(Cl)cc1Cl)N1CCc2ccccc2C1,119%[activator],84%[activator],0,5%,68%[activator],30%[59 µM],nt,?,-16%
O=C(N/N=C/c1ccc(N2CCOCC2)s1)c1ccc(NS(=O)(=O)c2cccs2)cc1,25%,-12%,-7,62%[activator],-19%,nt,8%,?,-20%
O=C1CCCN1CCC(=O)N1CCCC(CO)(Cc2ccccc2)C1 (stereo not given),54%[activator],-20%,-1,11%,-23%,-8%[59 µM],7%,-8%,6%
Cc1n[nH]c(C)c1CS(=O)(=O)c1ccccc1,23%,3%,-3,-11%,3%,4%,-12%,-1%,-7%
CCOc1ccc(CCNC(=O)c2cnc3sc(N(CC)CC)nn3c2=O)cc1OCC,-12%,-9%,2,-14%,-10%,23%[59 µM],7%,1%,-9%
Cc1cc(/C=N/NC(=O)c2nn(C)cc2Cl)c(C)n1-c1cccc(Br)c1,-19%,?,-3,10%,?,?,-4%,1%,0%
CCOc1ncccc1C(=O)Nc1nnc(C2CC2)s1,32%,-16%,-3,-12%,-4%,-4%,-14%,-5%,-10%
CC(=O)Nc1ccc(S(=O)(=O)N(C)CC(=O)OCCOc2cccc(C)c2)cc1,23%,-7%,-3,-3%,-6%,nt,-8%,-3%,-12%
O=C(NCc1cccs1)C1CCCN1C(=O)Nc1ccccc1[N+](=O)[O-] (stereo not given),6%,-5%,-3,10%,7%,-7%[59 µM],10%,-2%,3%
CC(C)(C)C(=O)NNc1nc(-c2ccccc2)c2cc(Br)ccc2n1,7%,-13%,4,-8%,-27%,12%[59 µM],-11%,2%,-25%
Cc1cccc(NC(=O)[C@@H]2CCCN2S(=O)(=O)c2ccc(Cl)cc2)c1,46%[activator],0%,-1,-5%,nt,nt,-6%,-1%,-4%
COCC(=O)N1CCC(Oc2ccc(C(=O)N3CCN(C)C[C@@H]3C(C)C)cc2)CC1,34%,-6%,4,1%,-2%,9%[12.7 µM],1%,-6%,-17%
CCOCc1nc(N)[nH]c(=O)c1Cc1ccc(OC(C)C)cc1,26%,-10%,-10,-11%,-4%,-4%[59 µM],0%,-3%,-12%
Oc1cc(-c2cccnc2)cc2cccnc12,61%[activator],25µM*,-13,5%,3.2µM*,28%[12.7 µM],0%,3%,-4%
COC(=O)Nc1ccc(S(=O)(=O)Nc2ccc(C(=O)O)cc2)cc1,32%,4%,0,4%,-23%,-3%,-6%,6%,-10%
Cc1ccccc1CCNC(=O)Cn1nc(C)c2c(C)n(-c3ccccc3)nc2c1=O,45%[activator],-10%,-4,-13%,3%,34%,-6%,61%[activator],-16%
O=C(C1CCCC1)N1CCCC(Nc2ccc(F)cc2)C1 (stereo not given),22%,-11%,-3,8%,-22%,?,-8%,-4%,-21%
CC1(C#N)c2ccccc2C(Br)=CN1C(=O)c1ccccc1 (stereo not given),29%,-3%,3,3%,-30%,5%[2.33 µM],6%,?,-15%
Cc1ccc(C(=O)CSC2=C(C#N)C(c3ccco3)CC(=O)N2)c(C)c1 (stereo not given),-40%,50µM*,1,2%,nt,?,-8%,2%,79µM*
COc1ccc(C2C=C(c3ccc(Cl)c(Cl)c3)Nc3ncnn32)cc1 (stereo not given),51%[activator],-19%,3,-8%,-4%,-2%[59 µM],-5%,?,-24%
CCc1ccccc1NC(=O)N1CCOc2ccccc21,50%[activator],-12%,2,3%,?,-21%[59 µM],4%,-2%,-16%
COc1ccccc1C(=O)C(=O)c1ccccc1OC,29%,-5%,10,-16%,nt,nt,i,-11%,-10%
CCN(Cc1ccccc1)C(=O)Cn1cc(S(=O)(=O)Cc2cccc(Cl)c2)c2ccccc21,14%,-21%,-6,-7%,-1%,0%[59 µM],-10%,6%,-20%
Cn1ncc(Cl)c1C(=O)Nc1ccc2c(c1)OCO2,35%,-8%,-1,-1%,-12%,23%[12.7 µM],-7%,-4%,-15%
CCC(C(=O)NC1CCCCC1)n1nc(C)c2sc3ccccc3c2c1=O (stereo not given),19%,-12%,-2,7%,1%,-7%[59 µM],i,5%,-15%
SMILES,HP1b chromo inh,JMJD2A Tudor inh,PI4K2A inh,GLS inh,BAZ2B inh,G9a inh,Tb PGK inh,Pin1 inhibitor,POLH inh
c1csc(-c2nn3c(C4CCCCC4)nnc3s2)c1,61%[activator],-1%,-1,-2%,nt,nt,4%,3%,-23%
CCOC(=O)c1ccc(NC(=O)C2CCN(S(=O)(=O)c3ccc(C)cc3)CC2)cc1,23%,-9%,1,-1%,5%,0%[59 µM],-12%,-1%,-18%
CC1=C(C(=O)OCC2CCCCC2)C(c2ccc(Cl)cc2Cl)CC(=O)N1 (stereo not given),7%,-17%,-2,-2%,2%,11%[59 µM],-7%,-1%,-6%
Oc1cccc2c(NC(=S)Nc3ccc(OC(F)F)cc3)cccc12,?,?,-9,0%,45µM*,45µM*,i,-7%,-11%
CN(CC(=O)Nc1ccc(Cl)cc1)C(=O)Cn1[nH]c(=O)c2ccccc2c1=O,18%,-18%,-2,3%,9%,24%[2.33 µM],-9%,0%,-21%
O=C(COc1ccccc1[N+](=O)[O-])N1CCN(C(=O)c2ccco2)CC1,7%,-1%,-1,1%,0%,85%[activator],4%,-5%,10%
Cn1c(SCc2cc(=O)[nH]c3ccccc23)nnc1-c1ccc(Br)cc1,14%,-13%,6,4%,13%,-10%[12.7 µM],-6%,2%,?
CCOc1ccc(C(c2c(C)[nH][nH]c2=O)c2c(C)[nH][nH]c2=O)cc1OC,-12%,11%[11.4 µM],-26,-2%,-4%,-48%,1%,3%,-2%
CCCCCCCC1(C)NC(=O)N(c2ccccc2)N1 (stereo not given),8%,-4%,6,27%,4%,-5%[59 µM],-2%,-3%,-15%
C/C(=C\C(=O)c1ccc(Br)cc1)N1CCCCC1,-13%,-26%,-4,18%,-30%,?,-2%,-1%,6%
CCn1cc([N+](=O)[O-])c(C(=O)N2N=C(c3ccc(Cl)c(Cl)c3)CC2c2ccccc2O)n1 (stereo not given),-8%,?,1,14%,?,?,-3%,-4%,-27%
COCCN(C(=O)CSCc1ccccc1)c1c(N)n(Cc2ccccc2)c(=O)[nH]c1=O,39%[activator],0%,-1,2%,8%,?,i,-7%,-10%
Cc1cccc(C(=O)Nc2ccccc2SCc2cc(=O)c3cccc(C)c3[nH]2)c1,12%[57 µM],-18%,5,2%,4%,7%[59 µM],i,0%,-2%
COc1ccccc1C1=NOC(COC(=O)c2ccc(Br)cc2)C1 (stereo not given),85%[activator],51%[activator],8,9%,31%,-4%[59 µM],4%,-1%,-8%
COc1ccc(OC)c(-c2csc(N(C)C(=O)c3ccco3)n2)c1,23%,-1%,1,0%,5%,18%[0.501 µM],6%,1%,7%
N/C(=N\OC(=O)CCCOc1ccc(Cl)cc1Cl)c1ccccn1,29%,-8%,7,7%,-7%,-102%[59 µM],6%,2%,-3%
O=C(COC(=O)/C=C/c1ccc(Cl)cc1Cl)Nc1cccc(S(=O)(=O)NC2=NCCC2)c1,nt,nt,-4,1%,nt,nt,1%,nt,?
Cc1cc([N+](=O)[O-])nn1CC(=O)N/N=C/c1ccccc1O,26%,-32%,-2,20%,-30%,51%[activator],-9%,2%,-21%
CCOC(=O)c1ccc(NC(=O)CNS(=O)(=O)c2ccccc2)cc1,11%,-15%,4,6%,-6%,-40%[59 µM],-3%,-9%,2%
COc1ccc(C(=O)COC(=O)CSCc2c(C)noc2C)cc1OC,28%,-7%,3,1%,-6%,6%[59 µM],-5%,-10%,-8%
O=C(Cc1ccc(Br)cc1)N/N=C/c1ccc(-c2cccc(C(=O)O)c2)o1,-21%,-28%,-1,-1%,-28%,?,-13%,-17%,22µM*
O=C(NCc1ccc(OC(F)(F)F)cc1)C1CC(c2cccc(F)c2)=NO1 (stereo not given),35%,-8%,-2,-2%,6%,20%[59 µM],-9%,5%,-12%
Cc1ccc(S(=O)(=O)Nc2ccc(S(=O)(=O)Nc3ncccn3)cc2)cc1,16%,-1%,-4,3%,-13%,2%[59 µM],-1%,-9%,5%
Cc1nn(-c2ccccc2)c(C)c1CN,3%,-17%,2,4%,-2%,12%,-10%,4%,-10%
Fc1ccc(CN2CCN(c3ncccn3)CC2)c(F)c1,-24%,18µM*,3,1%,4%,nt,-2%,?,-10%
SMILES,HP1b chromo inh,JMJD2A Tudor inh,PI4K2A inh,GLS inh,BAZ2B inh,G9a inh,Tb PGK inh,Pin1 inhibitor,POLH inh
CCOc1ccc(/C=C(\C)C(=O)c2c(C)cc(C)[nH]c2=O)cc1,21%,-9%,-2,-1%,-1%,0%,i,0%,-17%
COc1ccc2[nH]c3c(c2c1)CCN1C(=O)C(CC(=O)NCCC2=CCCCC2)C[C@H](C(=O)N2CCCCC2)[C@@]31CCc1ccccc1 (stereo not given in full),13%,-33%,-3,3%,nt,nt,-9%,3%,-12%
Cc1ccc2nc(-c3cccc(NC(=O)c4ccco4)c3)[nH]c2c1,20%,-14%,-5,4%,0%,-2%[12.7 µM],-8%,3%,1%
CCn1cc(SCC(=O)N2CCOCC2)c2ccccc21,32%,-6%,-2,3%,4%,-11%[59 µM],3%,6%,-8%
COC(=O)C(NS(=O)(=O)c1ccc(C)cc1)c1ccccc1 (stereo not given),11%,-2%,-8,0%,3%,0%,-3%,-2%,-9%
Cn1c(=O)n(C)c2cc(NS(=O)(=O)c3ccccc3)ccc21,32%,6%,5,13%,-34%,-7%,-1%,-8%,-18%
CC(C)c1ccc(/C=C/C(=O)N2CCOCC2)cc1,-2%,-3%,-1,0%,-19%,?,6%,1%,-3%
